hcGAS lum: Primary biochemical luminescence assay for human cyclic GMP-AMP synthase inhibitors; recombinant h-cGAS, ATP depletion, Kinase-Glo luminescence; Q8N884; inhibition, % at 12.5 µM; 290,000 tested, 0.081% active; AID 1259398, 2018;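 note: 0% = vehicle reaction and 100% = reaction without DNA for no activity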
Target sequence (Q8N884 whole entry, looked up): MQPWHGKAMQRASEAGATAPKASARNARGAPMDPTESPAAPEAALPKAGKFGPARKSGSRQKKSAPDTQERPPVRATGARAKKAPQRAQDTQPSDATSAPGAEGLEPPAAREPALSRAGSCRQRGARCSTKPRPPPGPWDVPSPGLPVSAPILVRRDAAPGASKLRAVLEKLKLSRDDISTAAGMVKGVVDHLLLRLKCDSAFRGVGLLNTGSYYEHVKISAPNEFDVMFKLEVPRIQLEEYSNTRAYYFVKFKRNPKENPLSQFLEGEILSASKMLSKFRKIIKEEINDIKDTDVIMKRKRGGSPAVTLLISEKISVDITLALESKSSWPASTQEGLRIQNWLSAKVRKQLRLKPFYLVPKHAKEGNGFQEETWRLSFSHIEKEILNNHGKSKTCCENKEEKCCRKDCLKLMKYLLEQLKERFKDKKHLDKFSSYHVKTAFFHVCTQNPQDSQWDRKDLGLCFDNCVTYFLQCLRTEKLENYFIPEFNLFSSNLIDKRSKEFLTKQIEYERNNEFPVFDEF
NPYLR7 ag: agonists of mosquito NPYLR7 receptor, primary screen, cell-based, Aedes aegypti, calcium fluorescence, mosquito biting behavior; Aedes aegypti neuropeptide Y-like receptor 7 (NPYLR7); HEK293T NPYLR7/Galpha15, GCaMP6s calcium fluorescence; activation, % at 10 µM; 270,000 tested, 0.15% active; in the data active = activation above about 40%;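 note: 0% = vehicle and 100% = reference agonist at the receptor; some compounds past the cut are filed as inactive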
mcGAS lum: cyclic GMP-AMP synthase inhibitors, mouse, primary biochemical chemiluminescence; Q8C6L5; recombinant cGAS, Kinase-Glo ATP depletion luminescence; inhibition, % at 12.5 µM; 160,000 tested, 0.15% active;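 note: 0% = negative control wells and 100% = reference inhibitor with no enzyme activity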
The depositor's hits bear a star; x = no result given; & = joins results of further samples. Cut-off read from the data, not from the text of the source, unless noted: active = inhibition above about 40%; inactive = the rest. Compounds were not picked by outcome (roughly 0.26% active in at least one column).

| SMILES | hcGAS lum | NPYLR7 ag | mcGAS lum |
| --- | --- | --- | --- |
| O=c1oc2ccccc2c(Oc2ccccc2)c1[N+](=O)[O-] | 8 | 2 | 5 |
| Cc1cc(Cl)c2oc(C(=O)NCc3ccncc3)c(C)c2c1 | -2 | -1 | -2 |
| Cc1cccn2c(=O)cc(CN(C)C(C)c3cccc(NC(=O)c4ccccc4)c3)nc12 (stereo not given) | -1 | 1 | x |
| N#Cc1cccc(S(=O)(=O)NCc2ccc3c(c2)OCCO3)c1 | -15&-3 | 7&1 | -1 |
| O=C(Nc1cccnc1N1CCN(C(=O)c2cccs2)CC1)c1ccc2c(c1)OCO2 | -3 | 25 | -7 |
| O=C(NCc1ccncc1)c1cc(-c2ccccc2)nc2ccccc12 | -3 | -10 | -7 |
| COCCn1c(=O)c2c(nc3n2CC(C)CN3c2cc(Cl)ccc2C)n(C)c1=O (stereo not given) | -13 | 0 | x |
| CC(C)NC(=O)N(CCN(C)C)Cc1c(-c2ccccc2)noc1N1CCc2ccccc2C1 | -5 | 15 | -6 |
| COc1cccc(-c2noc(N3CCN4C(=O)NCC4C3)n2)c1 (stereo not given) | -4 | 4 | x |
| O=C(Nc1ccc(Cl)cc1)N1CCN(C(c2ccc(F)cc2)c2ccc(F)cc2)CC1 | -3 | 16 | 8 |
| COc1ccc(C(C)=O)cc1Cn1c(C)c(C(=O)NCc2ccc3c(c2)OCO3)sc1=O | -6 | 13 | x |
| CN(C)S(=O)(=O)c1cc(NCC(=O)Nc2cccc(C(F)(F)F)c2)ccc1Cl | -5 | -4 | -15 |
| CCCCOCCCNC(=O)c1c(C)noc1-c1ccccc1C | -4 | 30 | -7 |
| CCc1ccc(-c2nccn2Cc2ccc3c(c2)OCO3)nc1 | -1 | -1 | -14 |
| O=S(=O)(Nc1ccc2cn[nH]c2c1)c1ccc(S(=O)(=O)N2CCCC2)cc1 | -7 | 4 | x |
| CCOc1ccccc1NC(=O)CSc1nc2c([nH]c3ccccc32)c(=O)n1CCOC | 1 | -1 | -6 |
| CCCCCCCC(=O)NN=Cc1c[nH]c2ccccc12 | -6 | 6 | x |
| CCCCOc1ccc(C(=O)N2CCN(c3ccc(-n4nc(C)cc4C)nn3)CC2)cc1 | -6 | -5 | -9 |
| Cc1ccc2nc(COC(=O)CCn3c(C)csc3=O)cc(=O)n2c1 | -7 | 5 | x |
| COc1ccc(/C=C2\C(=O)N(c3ccc(Cl)c(C(=O)O)c3)N=C2C)cc1OC | -3 | -6 | -4 |
| Cc1nc(C)c(C(=O)NCCCn2nc(-c3ccc(F)cc3)ccc2=O)s1 | 0 | -3 | x |
| O=C(Nc1ncc([N+](=O)[O-])s1)c1ccc(=O)n(Cc2ccccc2Cl)c1 | -9 | 16 | x |
| COC(=O)C(c1ccc(OC)cc1)C1C=CC(NC(=O)c2c(C)cc(C)cc2C)C1 (stereo not given) | -6 | 6 | -6 |
| Cc1ccc(C(C)C)c(OCC(=O)NNC(=O)CCCCCN2C(=O)c3ccccc3C2=O)c1 | -4 | 1 | x |
| CCCCCC1CCC(c2ccc(-c3nc(-c4ccncc4)no3)cc2)CC1 (stereo not given) | 0 | -4 | -5 |
| Cc1ccc(C(=O)CN(Cc2ccccc2)C2=NCCS2)cc1 | 4 | 4 | 1 |
| Nc1nc(SCc2ccc([N+](=O)[O-])cc2)[nH]c(=O)c1NC(=O)c1ccccc1 | 0 | -7 | -1 |
| Cc1ccc2c(CC(=O)NC(C)C3CC4CCC3C4)coc2c1 (stereo not given) | 2 | 0 | x |
| COc1cccc(-c2csc(-n3nc(C)cc3NC(=O)CC(C)C)n2)c1 | -2 | -3 | -7 |
| c1ccc(OCc2nn3c(Cn4cnc5ccccc54)nnc3s2)cc1 | 10 | 14 | x |
| O=c1ccc(-c2cccs2)nn1CCCNS(=O)(=O)c1ccccc1C(F)(F)F | -2 | 0 | x |
| CC1(C)OCC(CNC(=O)[C@H]2c3ccccc3C(=O)N(CCc3c[nH]c4ccccc34)[C@H]2c2ccccc2)O1 (stereo not given in full) | -2 | -13 | x |
| COc1ccccc1CN1CCC(=O)N(Cc2ccc(F)cc2)C(C(C)C)C1 (stereo not given) | -5 | 7 | -11 |
| CCCCN(CC(=O)N(Cc1ccccc1)Cc1cccn1Cc1ccc(F)cc1)C(=O)c1ccc(Cl)cc1 | -5 | -6 | -4 |
| COc1cc(NC(=O)CCC2CCCN(C(=O)c3cccc(N(C)C)c3)C2)cc(OC)c1 (stereo not given) | -10 | 7 | x |
| Cc1ccccc1-c1ccc(-n2cncc2C(=O)NC2CCC[C@H]2OCc2ccccc2)cc1 (stereo not given in full) | -4 | 5 | -6 |
| Cc1nn(C)c(Cl)c1/C=C/C(=O)Nc1cnccc1Oc1ccccc1 | -7 | 7 | x |
| OCCn1c(-c2cccc(-n3cccn3)c2)nc2ccccc21 | -2 | 12 | x |
| N#Cc1ccsc1NC(=O)CN1CCCC2(CCc3ccccc32)C1 (stereo not given) | -1 | 8 | x |
| Cc1cc(CNC(=O)c2ccccc2N2CCOCC2)c2[nH]c(C)c(C)c2c1 | -6 | 5 | -15 |

Structures from the list above with a Cl atom, in the order listed:
| SMILES | hcGAS lum | NPYLR7 ag | mcGAS lum |
| --- | --- | --- | --- |
| Cc1cc(Cl)c2oc(C(=O)NCc3ccncc3)c(C)c2c1 | -2 | -1 | -2 |
| COCCn1c(=O)c2c(nc3n2CC(C)CN3c2cc(Cl)ccc2C)n(C)c1=O (stereo not given) | -13 | 0 | x |
| O=C(Nc1ccc(Cl)cc1)N1CCN(C(c2ccc(F)cc2)c2ccc(F)cc2)CC1 | -3 | 16 | 8 |
| CN(C)S(=O)(=O)c1cc(NCC(=O)Nc2cccc(C(F)(F)F)c2)ccc1Cl | -5 | -4 | -15 |
| COc1ccc(/C=C2\C(=O)N(c3ccc(Cl)c(C(=O)O)c3)N=C2C)cc1OC | -3 | -6 | -4 |
| O=C(Nc1ncc([N+](=O)[O-])s1)c1ccc(=O)n(Cc2ccccc2Cl)c1 | -9 | 16 | x |
| CCCCN(CC(=O)N(Cc1ccccc1)Cc1cccn1Cc1ccc(F)cc1)C(=O)c1ccc(Cl)cc1 | -5 | -6 | -4 |
| Cc1nn(C)c(Cl)c1/C=C/C(=O)Nc1cnccc1Oc1ccccc1 | -7 | 7 | x |

The results go on.
| SMILES | hcGAS lum | NPYLR7 ag | mcGAS lum |
| --- | --- | --- | --- |
| COCc1cc(N2CCN(C/C=C/c3ccccc3)CC2)nc(SCc2cccc(C(=O)NCc3ccccn3)c2)n1 | -2 | 14 | -5 |
| c1ccc(CSc2ccc(-c3ccc4c(c3)OCO4)nn2)cc1 | 4 | -3 | -7 |
| CCn1c(C2CCNCC2)nn(Cc2csc(-c3ccccc3)n2)c1=O | -2 | 15 | -16 |
| COc1ccc(CN(C(=O)OC(C)(C)C)C2CCC(C(=O)N3CCOC(COc4cccc(C(F)(F)F)c4)C3)CC2)cc1C (stereo not given) | -7 | 3 | -7 |
| Cc1c(NC(=O)c2ncccc2O)cccc1C(=O)NC(C)(C)C | 1 | 35 | -8 |
| COCCn1c(SCc2ccc(-c3csnn3)cc2)nnc1-c1cc(-c2ccccc2)nc2ccccc12 | -3 | -4 | -6 |
| N#Cc1c2c(c(-n3ccnc3)n3c1nc1ccccc13)CCCC2 | -7 | 0 | -3 |
| COCc1cc(C)nc(NN=Cc2ccc(-c3ccc(C(=O)O)cc3)o2)c1C#N | -3 | -1 | x |
| O=C(NNC(=O)c1ccc(=O)n(Cc2ccccc2)c1)c1cccc(C(F)(F)F)c1 | -5 | -8 | -7 |
| Cc1cccc(C(=O)N2CCN(c3cccc(C(F)(F)F)c3)C(=O)C2C)c1 (stereo not given) | -6 | -3 | -4 |
| Cc1cccc(-n2c(SCc3nc(C(=O)N4CCc5ccccc5C4)cs3)nnc2-c2cccs2)c1 | -14 | x | -6 |
| O=C(/C=C/c1ccc(Cl)cc1Cl)n1cccn1 | 4 | -10 | 44* |
| COc1ccc(-n2ncc3c2CCN(C(=O)CC2NC(=O)NC2=O)C3)cc1 (stereo not given) | -2 | 0 | x |
| CCC(C)N(Cc1ccc(OS(=O)(=O)c2ccc(OC)cc2)cc1)C(=O)C(C)C (stereo not given) | -8 | 21 | -5 |
| Cc1cc(C)c[n+](C2=C(c3c(C)[nH]n(-c4ccc(Cl)cc4)c3=O)C(=O)N(CC3CCCO3)C2=O)c1 (stereo not given) | -10 | -6 | -8 |
| CCCCC(=O)Nc1ccc(C)cc1NC(=O)c1ccncc1F | -2 | 5 | -17 |
| C=CCOc1ccc(C(=O)N(C)Cc2ccccc2O)cc1 | -10 | 14 | x |
| CC(=O)N1CCC(NC(=O)CN(Cc2ccc(Cl)cc2)c2cccc(C#N)c2)CC1 | -10 | 5 | -14 |
| CN(C)C(=O)CNC(=O)Nc1ccc(F)c(NC(=O)C2CCCCC2)c1 | -4 | -4 | -9 |
| CC(C)Cc1nc(N2CCCN(C(=O)c3ccc(Cl)cc3)CC2)c2c(-c3cccc(Oc4ccccc4)c3)noc2n1 | -4 | 15 | -5 |
| CN(C)CCCN1C(=O)C(O)=C(C(=O)c2cccs2)C1c1ccco1 (stereo not given) | -11&-1 | 14&6 | x |
| CCc1cc(OS(=O)(=O)c2ccc(NS(C)(=O)=O)cc2F)ccc1Cl | -7 | 19 | -13 |
| C=CCNCC(=O)N(Cc1ccc(F)cc1)Cc1sccc1C | -4 | -8 | x |
| COc1cccc(N2CCN(C(=O)c3ccc(C)nc3C3CCN(Cc4ccc[nH]4)CC3)CC2)c1 | -5 | x | 0 |
| Cc1noc(-c2ccncc2)c1C(=O)NCc1cccc(F)c1F | -6 | 4 | -6 |
| CCOC(=O)Cn1c(=O)c2c(nc3n2CC(C)CN3Cc2ccccc2)n(C)c1=O (stereo not given) | -8 | 6 | x |
| COc1ccc(-c2cc3c(=O)n(CC(=O)Nc4ccc(C)c(F)c4)ccn3n2)cc1OC | -13 | 9 | 3 |
| Cc1nnc(C)c2c(C)n(-c3ccccc3N)c(C)c12 | -7 | 2 | -6 |
| CCNC(=O)N1CCOC(CN(CC(C)C)C(=O)c2ccccc2F)C1 (stereo not given) | -8 | 5 | x |
| COCCN(Cc1csc(COc2cccc(C)c2C)n1)C(=O)c1ccccc1OC | -6 | 14 | -5 |
| O=C(NCC1(c2cccc(F)c2)CCOCC1)c1cn2c(n1)CNCC2 | -2 | 5 | x |
| CCOC(=O)C1(CCOc2ccccc2)CCN(Cc2cccnc2)CC1 | -6 | 2 | x |
| COc1cc(N2C[C@H]3OC(=O)N(Cc4ccc(OC)c(OC)c4)[C@H]3C2)ncn1 | -1 | 3 | x |
| COc1ccc(OC)c(NC(=S)NCc2ccc3c(c2)cc(C)n3C)c1 | 3 | 7 | x |
| NC(=O)CNCc1ccc(Br)cc1 | -6 | 1 | x |
| Cc1cnccc1N1CCCN(C(=O)c2occc2C)CC1 | -3 | 1 | -14 |
| Cc1ccc2oc(-c3cccc(NC(=O)c4cc([N+](=O)[O-])ccc4Cl)c3)nc2c1 | -7 | -5 | -5 |
| CN(CCC(O)c1ccccc1)c1cc(N2CCOCC2)ncn1 (stereo not given) | -4 | -2 | x |
| COc1ccc(CCN(Cc2ccc(C)o2)C(=O)CN(CCN2CCCC2)C(=O)NC(C)(C)C)cc1OC | -7 | -9 | -6 |
| CC(NC(=O)c1[nH]c2ccc(F)cc2c1Cl)c1ccc(F)cc1 (stereo not given) | -7 | 9 | x |
| CN1CCC(N2CCC(CN(Cc3ccncc3)C(=O)C3=CCCCC3)CC2)CC1 | -2 | 4 | -3 |
| COc1ccccc1NC(=O)C1C(C(=O)O)C2C=CC1C21CC1 (stereo not given) | -9 | -2 | x |
| O=C(c1cc2n(n1)CCN(Cc1ccc(Cl)c(Cl)c1)C2=O)N1CCN(C/C=C/c2ccccc2)CC1 | 1 | 2 | -5 |
| O=[N+]([O-])c1cc(NS(=O)(=O)c2ccc(Cl)c([N+](=O)[O-])c2)c(F)cc1F | -2 | 0 | -6 |
